Bioassay records (PubChem BioAssay)
Growth percent in the NCI-60 one-dose screen (48 h, 10 µM unless noted): 100 = growth as untreated, 0 = no growth, -100 = all killed.
UACC-257 = UACC-257 melanoma; actives 4.4% (n = 78,000); AID 1794764
SK-MEL-5 = SK-MEL-5 melanoma; AID 1794755; actives 6.4% (n = 80,000)
M14 = M14 melanoma; actives 6.2% (n = 80,000); AID 1794745
EKVX = EKVX NSCLC. actives 3% (n = 71,000). AID 1794765
MALME-3M = MALME-3M melanoma | actives 5.8% (n = 78,000) | AID 1794766
UACC-62 = UACC-62 melanoma; AID 1794756; actives 5.4% (n = 81,000)
A549/ATCC = A549/ATCC NSCLC; actives 3.7% (n = 81,000); AID 1794740
SK-MEL-2 = SK-MEL-2 melanoma. AID 1794763. actives 4.7% (n = 77,000)
* marks the source's active call; other numbers are inactive results; . = not tested or not shown; & = joins results of further samples. The calls were made as follows: active = growth percent below 10; inactive = the rest. This is a random part of the collection; overall some 9.8% were active at least once.

SMILES	UACC-257	SK-MEL-5	M14	EKVX	MALME-3M	UACC-62	A549/ATCC	SK-MEL-2
C=C(C)[C@@H]1CC[C@]2(C)[C@H](CC[C@@H]3[C@H]4[C@H]5OC(=O)[C@@]4(CCC5(C)C)CC[C@]32C)[C@@]1(C)CC/C(N)=N/O	97	95	90	96	93	92	98	110
O=[N+]([O-])c1ccc(-c2cs/c(=N\N=C\c3ccc(Cl)cc3)n2/N=C/c2ccc(Cl)cc2)cc1	74	98	99	88	110	89	74	87
O=C(Nc1cccc(Cl)c1)Nc1nc2ccc([N+](=O)[O-])cc2s1	-15*	-75*	0.1*	10	-9.2*	-40*	10	-24*
CC(=O)Nc1ccc(/C=N\NC(=O)CCCC(=O)N/N=C/c2ccc(NC(C)=O)cc2)cc1	110	112	111	118	114	101	109	106
NS(=O)(=O)c1ccc(-n2ncc(NC(=O)Nc3ccccc3)c2-c2ccccc2)cc1	101	80	97	103	91	87	97	99
Oc1ccccc1C=NCC1CCC(CN=Cc2ccccc2O)CC1 (stereo unspecified)	102	93	99	109	113	89	92	13
Cc1sc(-n2nnc(C(=O)O)c2C)c(C(=O)O)c1C	.	103	99	96	101	99	86	97
O=c1c2c3c(sc2n2cnnc2n1Cc1ccccc1)CCCC3	131	98	164	71	96	92	92	98
CC(=O)c1ccc2c(c1)CCCC2	100	99	97	98	87	89	98	106
COc1ccc(NC(=O)c2ccc(NC3=C(c4ccccc4)C(=O)N(C)C3=O)cc2)cc1	78	67	91	87	58	67	81	65
CC(=O)OCC1O[C@@H](OC(C)=O)[C@@H](NC(=O)NS(=O)(=O)c2ccccc2Cl)C(OC(C)=O)[C@@H]1OC(C)=O (stereo partly specified)	114	100	106	100	102	100	106	107
CC(=O)C(C(C)=O)c1nc2sc3cccc(Cl)c3n2c(=N)c1C#N	117	118	115	105	106	91	108	113
CCOc1ccc(N=c2ccc3c(-c4c(Cl)ccc(Cl)c4C(=O)O)c4ccc(Nc5ccc(OCC)cc5S(=O)(=O)O)cc4oc-3c2)cc1	112	110	116	137	104	111	95	.
CSc1ccncc1C(O)c1cccc(C(F)(F)F)c1 (stereo unspecified)	99	100	102	89	95	83	91	101
c1ccc(C(c2ccccc2)C(c2ccccc2)c2ccccc2)cc1	84	99	98	.	85	90	82	88
COc1ccn(C)c(=O)n1	.	107	105	104	114	104	100	129
Cc1cc2nc3c4ccccc4n(CCCN(C)C)c3nc2cc1C	-81*	-94*	-74*	-42*	-90*	-90*	6.7*	-90*
O=C(Nc1ccc2oc(=O)ccc2c1)c1cc(C(F)(F)F)cc(C(F)(F)F)c1	112	93	103	98	111	93	103	115
CN(C)c1ccc(/C=N/NC(=O)C[N+](C)(C)C)cc1	104	105	116	115	122	103	96	128
COc1nccnc1NS(=O)(=O)c1ccc(NC2=C(Cl)C(=O)c3ncccc3C2=O)cc1	105	101	117	105	124	103	111	112
COC(=O)c1ccc(NC(=O)CCl)cc1	60	81	90	.	80	72	79	66
CCn1c(-c2ccc3nc(-c4ccc([N+](=O)[O-])cc4)[nH]c3c2)n[nH]c1=S	103	106	100	94	95	97	103	106
O=C1CCCN1CCc1cccc2ccccc12	104	114	104	108	.	96	102	101
Nc1nc2c(N=Nc3ccc(Cl)cc3)c(N)nn2c(-c2ccc(Cl)cc2)c1-c1nc2ccccc2s1	114	101	108	102	102	93	113	103
NS(=O)(=O)c1ccc(C(=O)N=Nc2c(O)[nH]c3c(Br)cccc23)cc1	116	97	105	106	104	107	101	101
CN(C)c1ccc2c(c1)CN1C(=O)c3ccccc3C1=N2	97	91	103	52	94	100	90	101
COCCn1cc(-c2nc(-c3cn(CCOC)c4ncccc34)cs2)c2ccccc21	88	8.0*	100	28	89	87	71	60
CCOC(=O)C1=NN(c2ccccc2)C(=O)/C1=C\n1ccc(=O)[nH]c1=S	95	103	97	100	.	91	100	94
CSc1nn2c(-c3ccc(F)cc3)ccnc2c1C#N	105	98	113	78	114	92	91	105
COc1ccc(C2=NN(C=O)C(c3cn(Cc4ccc(Cl)cc4)c4ccccc34)C2)cc1 (stereo unspecified)	60	57	106	53	62	59	73	81
CCSCC(C)C(=O)OC (stereo unspecified)	104	.	105	114	102	109	104	107
CCCCc1nc(Cl)c(C2C(C#N)=C(N)Oc3n[nH]c(C)c32)[nH]1 (stereo unspecified)	101	101	108	102	115	93	106	112
COc1ccc(-c2[nH]ncc2-c2ccc(Cl)cc2)c(O)c1	92	87	93	89	94	66	85	.
CC(=O)c1ccc(Nc2nc(C(C)=O)c(C)s2)cc1	103	100	104	93	105	96	95	105
CCN(CC)CC(O)C=O (stereo unspecified)	97	.	100	.	96	113	100	116
COc1ccc(S(=O)(=O)n2cc(C(=O)C(=O)Nc3ccncc3)c3ccccc32)cc1F	105	74	93	39	76	65	71	.

Reprinted from the results shown, two compounds:
SMILES	UACC-257	SK-MEL-5	M14	EKVX	MALME-3M	UACC-62	A549/ATCC	SK-MEL-2
CCSCC(C)C(=O)OC (stereo unspecified)	104	.	105	114	102	109	104	107
CCCCc1nc(Cl)c(C2C(C#N)=C(N)Oc3n[nH]c(C)c32)[nH]1 (stereo unspecified)	101	101	108	102	115	93	106	112

23 structures already listed, arranged by molar mass, lowest first.
SMILES	UACC-257	SK-MEL-5	M14	EKVX	MALME-3M	UACC-62	A549/ATCC	SK-MEL-2
COc1ccn(C)c(=O)n1	.	107	105	104	114	104	100	129
CCN(CC)CC(O)C=O (stereo unspecified)	97	.	100	.	96	113	100	116
CC(=O)c1ccc2c(c1)CCCC2	100	99	97	98	87	89	98	106
COC(=O)c1ccc(NC(=O)CCl)cc1	60	81	90	.	80	72	79	66
CN(C)c1ccc(/C=N/NC(=O)C[N+](C)(C)C)cc1	104	105	116	115	122	103	96	128
CC(=O)c1ccc(Nc2nc(C(C)=O)c(C)s2)cc1	103	100	104	93	105	96	95	105
CN(C)c1ccc2c(c1)CN1C(=O)c3ccccc3C1=N2	97	91	103	52	94	100	90	101
Cc1sc(-n2nnc(C(=O)O)c2C)c(C(=O)O)c1C	.	103	99	96	101	99	86	97
CCCCc1nc(Cl)c(C2C(C#N)=C(N)Oc3n[nH]c(C)c32)[nH]1 (stereo unspecified)	101	101	108	102	115	93	106	112
O=c1c2c3c(sc2n2cnnc2n1Cc1ccccc1)CCCC3	131	98	164	71	96	92	92	98
CC(=O)C(C(C)=O)c1nc2sc3cccc(Cl)c3n2c(=N)c1C#N	117	118	115	105	106	91	108	113
CCn1c(-c2ccc3nc(-c4ccc([N+](=O)[O-])cc4)[nH]c3c2)n[nH]c1=S	103	106	100	94	95	97	103	106
CCOC(=O)C1=NN(c2ccccc2)C(=O)/C1=C\n1ccc(=O)[nH]c1=S	95	103	97	100	.	91	100	94
NS(=O)(=O)c1ccc(C(=O)N=Nc2c(O)[nH]c3c(Br)cccc23)cc1	116	97	105	106	104	107	101	101
COc1ccc(NC(=O)c2ccc(NC3=C(c4ccccc4)C(=O)N(C)C3=O)cc2)cc1	78	67	91	87	58	67	81	65
NS(=O)(=O)c1ccc(-n2ncc(NC(=O)Nc3ccccc3)c2-c2ccccc2)cc1	101	80	97	103	91	87	97	99
CC(=O)Nc1ccc(/C=N\NC(=O)CCCC(=O)N/N=C/c2ccc(NC(C)=O)cc2)cc1	110	112	111	118	114	101	109	106
COc1ccc(S(=O)(=O)n2cc(C(=O)C(=O)Nc3ccncc3)c3ccccc32)cc1F	105	74	93	39	76	65	71	.
COc1nccnc1NS(=O)(=O)c1ccc(NC2=C(Cl)C(=O)c3ncccc3C2=O)cc1	105	101	117	105	124	103	111	112
C=C(C)[C@@H]1CC[C@]2(C)[C@H](CC[C@@H]3[C@H]4[C@H]5OC(=O)[C@@]4(CCC5(C)C)CC[C@]32C)[C@@]1(C)CC/C(N)=N/O	97	95	90	96	93	92	98	110
Nc1nc2c(N=Nc3ccc(Cl)cc3)c(N)nn2c(-c2ccc(Cl)cc2)c1-c1nc2ccccc2s1	114	101	108	102	102	93	113	103
CC(=O)OCC1O[C@@H](OC(C)=O)[C@@H](NC(=O)NS(=O)(=O)c2ccccc2Cl)C(OC(C)=O)[C@@H]1OC(C)=O (stereo partly specified)	114	100	106	100	102	100	106	107
CCOc1ccc(N=c2ccc3c(-c4c(Cl)ccc(Cl)c4C(=O)O)c4ccc(Nc5ccc(OCC)cc5S(=O)(=O)O)cc4oc-3c2)cc1	112	110	116	137	104	111	95	.

The listing continues:
SMILES	UACC-257	SK-MEL-5	M14	EKVX	MALME-3M	UACC-62	A549/ATCC	SK-MEL-2
CCOC(=O)c1ccccc1NC(=O)CNCC(C)C	95	97	104	107	102	99	100	109
CC(C)Cc1ccc(C(C)C(=O)OCc2ccc(Cn3c(=O)sn(CCCl)c3=O)cc2)cc1 (stereo unspecified)	96	87	104	105	98	94	93	103
Cc1cc(N=Nc2ccc(C)c(N=Nc3cc(C)c(N)cc3N)c2)c(N)cc1N	90&91	79&100	65&91	72&67	99&89	94&92	81&95	107
CCc1cccc(C2=NS(=O)(=O)c3ccccc32)c1	91	103	102	91	97	89	88	106
COC(=O)C(N=Nc1ccccc1)C(C)=O (stereo unspecified)	107	100	110	.	129	105	103	114
c1ccc(-c2cc3ccccc3[nH]2)cc1	91	99	115	95	97	72	90	100
O=C(NNC(=O)c1ccncc1)Nc1ccccc1	99	101	106	101	102	108	100	105
C=CC(=O)CC1(C(=O)OC)NC(=S)NC(=O)C1C#N (stereo unspecified)	112	102	105	99	104	100	104	103
CCOC(=O)C1=C(C)NC(=O)NC1c1ccc(F)cc1 (stereo unspecified)	.	106	104	.	111	99	.	97
c1ccc(CSc2nnc(-c3cc(-c4ccccc4)nc4ccccc34)o2)cc1	96	43	82	69	135	67	61	68
O=C(OCc1ccccc1)c1ccc(O)cc1	89	103	99	96	108	101	95	88
NS(=O)(=O)c1cc(Cl)ccc1Cl	81	101	102	98	101	101	107	99
CC(C)(C=O)CCC#N	110	103	96	86	101	93	112	98
CC(C)CCSc1nc(NC2CC2)c(C#N)c(-c2ccc(C(C)C)cc2)n1	103	102	109	96	108	98	106	99
COc1ccc(OC)c(-c2nc(SCC(=O)c3ccc(Br)cc3)nc(Nc3ccc(S(N)(=O)=O)cc3)c2C#N)c1	57	56	43	64	50	43	67	30
O=C1C=CC(Nc2cccc([N+](=O)[O-])c2)C1Nc1cccc([N+](=O)[O-])c1 (stereo unspecified)	97	95	85	77	80	66	80	107
CCOc1ccccc1C1N(Cc2ccc(OC)cc2)CCCN1Cc1ccc(OC)cc1	93	97	91	98	109	104	93	130
Cc1ccccc1N=Nc1c(C)cccc1C	88	97	91	97	106	.	88	98
COC(=O)C12C3C(=O)N(c4ccc(OC)cc4)C(=O)C3C(c3cn(-c4ccccc4)nc3-c3ccccc3)N1[C@H](c1cn(-c3ccccc3)nc1-c1ccccc1)[C@@H]1C(=O)N(c3ccc(OC)cc3)C(=O)[C@@H]12 (stereo partly specified)	117	99	99	.	122	99	101	110
CCN(CC)CC(=O)NNc1ncnc2ccccc12	106	98	102	101	103	100	107	137
CS(=O)(=O)Nc1ccccc1N	97	99	108	113	115	103	92	108
COc1cccc(C2C(Cl)C(=O)N2n2cnnc2)c1 (stereo unspecified)	92	102	92	99	109	96	96	103
S=C(Nc1ccccc1)Nc1ccccn1	106	99	99	89	95	93	102	106
COc1cc(OC)c(/C=C/C(=O)c2ccc(Nc3ncnc4cc(OC)c(OC)cc34)cc2)c(OC)c1	84	90	92	90	76	98	83	110
COc1ccccc1Cn1cc(C#N)c(N)c1C(=O)c1ccc(Cl)cc1Cl	85	98	88	85	63	76	84	76
COc1ccc(/C=C2/C(=O)Nc3cc(Cl)c(-c4csc(N)n4)cc32)cc1	83	19	30	46	75	38	48	35
C[S+](C)CC(=O)c1ccc(Br)cc1	93	100	103	106	103	94	97	125
COc1cc2c(c(OC)c1OC)CCC(c1cccc(NC(=O)C(C)C)c1)O2 (stereo unspecified)	78	96	102	106	100	92	89	95
Nc1c(C(=O)Nc2nccs2)sc2nc3c(cc12)C(=O)CCC3	106	100	110	.	115	105	94	91
NNC(=O)c1ccc(C(=O)O)cc1	96	110	103	127	113	87	96	93
CC/C(=N\NS(=O)(=O)c1ccc(C)cc1)c1ccc(OC)cc1	94	106	98	103	112	106	90	.
COc1ccc(C2=NOC(C(=O)N3CCOCC3)C2)cc1OC1CCCC1 (stereo unspecified)	100	100	94	90	113	103	100	114
O=C(N=Nc1c(O)[nH]c2ccc([N+](=O)[O-])cc12)c1ccc2nc(-c3ccccc3)[nH]c2c1	85	98	84	98	31	76	106	77
Cc1ccc(S(=O)(=O)NC(c2ccc(Br)cc2)c2nnc(-c3ccccc3)o2)cc1 (stereo unspecified)	107	96	109	96	117	79	90	105
CC(C)Cc1cc(CNS(=O)(=O)Cc2ccccc2)nn1-c1ccccc1	85	96	110	110	97	94	100	92
COc1ccc(/C=N/NC(=S)NC23CC4CC(CC(C4)C2)C3)cc1OC	92	62	105	69	129	83	70	104
CCN(CC)CCOc1ccc(/C(=C(\C)c2ccc(Cl)cc2)c2ccc(Cl)cc2)cc1	96	38	71	89	87	88	45	.
